MEKK2 mut-MEK5: signal of MEK5 binding to mutant human MEKK2 PB1 domain; percent response, % at 10 µM; 290,000 compounds, 0.35% hits; bead flow cytometry, Alexa488-MEK5 binding to MEKK2 mutant; in the data active = percent response above about 24%, passing the limit was not always enough; also: inactives centre near 1; some results filed as inactive read as strong as hits
OXTR potentiate: human OXTR potentiation. CHO-OTR cells, Fluo-8 calcium fluorescence, potentiator mode; 0% = oxytocin EC15, 100% = EC100. activation, % at 3 µM. 320,000 compounds, 0.061% hits. AID 2445;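 active = activation above that plate's cutoff, the mean activation of tested compounds plus 3 SD, cut at about 6.6% in these data, passing the limit was not always enough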;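 also: 100% uses oxytocin at 75 nM as the full agonist control; some results filed as inactive read as strong as hits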
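Measured by – Fluo-8 calcium dye fluorescence · Test system – human OTR in CHO cells · Dosing – one concentration, 3.0 µM compound · Controls – EC15 oxytocin alone as 0%, 75 nM oxytocin as 100% · Evaluation – normalized max/min fluorescence ratio, % activation · Timing – 6 min pre-incubation, 100 s read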
OXTR agonist: activates the human oxytocin receptor; P30559; CHO-OTR cells, Fluo-8 calcium fluorescence; normalized: DMSO 0%, oxytocin 100%; 320,000 compounds, 0.32% hits; activation, % at 3 µM;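 active = activation above the mean of all tested compounds plus 3 SD, cutoff set per screening run, cut at about 20% in these data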;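 also: peak over basal fluorescence ratio from a 100 s FLIPR kinetic read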
NALP1 inh: blocks the NALP1 inflammasome reconstituted in yeast | S. cerevisiae NALP1/ASC/caspase-1 growth, X-gal OD620, 72 h | inhibition, % at 10 µM | 280,000 compounds, 0.61% hits; in the data active = inhibition mostly above about 24%, no sharp cut-off; inactive = mostly below about 32%; also: some compounds called inactive have numbers as strong as hits
GalR3 antagonist: antagonists of human GalR3; inhibition, % at 3 µM; AID 651719; 360,000 compounds, 0.44% hits; O60755; HEK293 GalR3-CNG cAMP membrane potential fluorescence; galR3 body fused to GalR1 C-terminus;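 active = inhibition above the screen-wide average plus 3 SD, cut at about 13% in these data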;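 also: forskolin and galanin both at EC90 stimulate the cells; cAMP rise reported by CNG channel membrane potential dye signal; 0% = forskolin plus galanin with DMSO and 100% = forskolin alone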
Target sequence (O60755 1-299 limits assumed): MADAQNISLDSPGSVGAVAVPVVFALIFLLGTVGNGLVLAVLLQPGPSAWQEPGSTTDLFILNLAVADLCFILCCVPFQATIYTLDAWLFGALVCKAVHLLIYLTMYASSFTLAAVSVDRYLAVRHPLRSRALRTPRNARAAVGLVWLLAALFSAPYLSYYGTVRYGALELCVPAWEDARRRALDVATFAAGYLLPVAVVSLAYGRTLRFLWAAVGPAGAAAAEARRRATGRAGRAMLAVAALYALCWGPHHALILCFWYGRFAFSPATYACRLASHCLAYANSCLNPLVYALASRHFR
GPR7 antag: blocks human GPR7 receptor signaling. P48145. GPR7-expressing cells, fluorescence antagonist assay. inhibition, % at 4.4 µM. 290,000 compounds, 1.1% hits. AID 1861; in the data active = inhibition above about 16%, passing the limit was not always enough;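 also: cells stimulated with the agonist NPW; 0% = agonist with vehicle and 100% = vehicle without agonist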
V1aR counter: activates human V1a receptor in oxytocin agonist counter-screen; P37288; CHO-V1R cells, Fluo-8 calcium fluorescence, agonist mode; 0% DMSO, 100% 3 nM vasopressin; activation, % at 3 µM; 320,000 compounds, 0.25% hits;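 active = activation above the mean activation of all tested compounds plus 3 SD, per screening run, cut at about 20% in these data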;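 also: signal is peak over basal fluorescence ratio across a 100 second FLIPR read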
Target sequence (P37288 whole entry, looked up): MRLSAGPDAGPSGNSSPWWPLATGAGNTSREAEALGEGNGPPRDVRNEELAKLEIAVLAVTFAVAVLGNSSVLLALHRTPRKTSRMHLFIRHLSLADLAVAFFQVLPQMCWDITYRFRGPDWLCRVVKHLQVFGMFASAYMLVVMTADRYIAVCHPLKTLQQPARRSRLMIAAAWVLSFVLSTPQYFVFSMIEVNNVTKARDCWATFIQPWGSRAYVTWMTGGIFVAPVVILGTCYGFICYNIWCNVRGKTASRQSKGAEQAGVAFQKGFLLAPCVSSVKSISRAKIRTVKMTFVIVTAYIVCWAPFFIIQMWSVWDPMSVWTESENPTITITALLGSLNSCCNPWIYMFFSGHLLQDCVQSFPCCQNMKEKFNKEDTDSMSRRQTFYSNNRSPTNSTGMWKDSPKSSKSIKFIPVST
M18AAP inhibitor: blocks P. falciparum M18 aspartyl aminopeptidase. recombinant PfM18AAP, H-Glu-NHMec fluorogenic cleavage. inhibition, % at 7.35 µM. 290,000 compounds, 1.2% hits. AID 1822;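 active = inhibition above the campaign mean inhibition over all tested compounds plus 3 SD, cut at about 28% in these data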;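 also: 0% = plate median of test compound wells and 100% = 2 mM ZnCl2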
MEKK2 WT-MEK5: raises or lowers MEK5 binding to wildtype human MEKK2 PB1 domain. Q9Y2U5. bead flow cytometry, Alexa488-MEK5 binding to MEKK2 WT; actives lie on both sides. binding response (% of control), % at 10 µM. 290,000 compounds, 1.1% hits. AID 1531; in the data active = binding response below about 67% or above about 130%
Starred values were filed as active, the others as inactive; / = not tested or not shown; [ ] = dose if it differs, or a comment.

SMILES | MEKK2 mut-MEK5 | OXTR potentiate | OXTR agonist | NALP1 inh | GalR3 antagonist | GPR7 antag | V1aR counter | M18AAP inhibitor | MEKK2 WT-MEK5
Cc1c(C(=O)N2CCN(S(=O)(=O)c3ccc(F)cc3)CC2)oc2ccccc12 | / | -6 | -0.3 | / | -6 | / | 4.6 | / | /
Cc1c(NS(=O)(=O)N2CCCC2)c(=O)n(-c2ccccc2)n1C | -1 | -2 | 0.2 | -13 | 2 | -5 | 0.2 | -17 | 92
Cc1cccc(C(=O)O/N=C2\CCSc3ccc(C)cc32)c1 | 6 | -20 | -1.0 | 38 | -6 | -11 | 1.4 | -8 | 105
CN(C(=O)OCc1ccccc1)C(CC(N)=O)C(=O)O (configuration not stated) | 1 | 4 | 1.6 | -4 | -2 | -10 | 0.4 | -3 | 98
CCCCn1c(-c2cccc3ccccc23)nc2cc3[nH]c(=O)c(C(C)C)nc3cc21 | -8 | -5 | -0.9 | 5 | -2 | -13 | -0.9 | -2 | 75
Cc1ccc2oc(C(Cl)(Cl)Cl)cc(=O)c2c1 | 3 | 3 | -2.1 | -4 | 2 | -6 | 0.0 | 8 | 101
CCS(=O)(=O)N1Cc2ccccc2CC1C(=O)Nc1nccs1 (configuration not stated) | -1 | -8 | -0.2 | 14 | 4 | 1 | -0.9 | 6 | 101
COc1cccc2c(=O)n(CC(=O)NCCc3ccccc3)ccc12 | -2 | 0 | -0.4 | / | 1 | 8 | 0.3 | -2 | 96
O=C(c1cccs1)N1CCN(c2cccc(Cl)c2)CC1 | 1 | -4 | 0.5 | 11 | -9 | -3 | 4.3 | 4 | 103
CC(C)Cc1nn2c(N)c(/C=C3\C=Nc4ccccc43)c(=O)nc2s1 | -11 | -9 | 1.6 | -2 | -7 | 10 | 0.8 | 5 | 87
CC1(C)CC(=O)C=C(c2cccc(O)c2)C1 | / | -4 | 0.1 | / | -6 | / | 1.2 | / | /
COc1cc(-c2nc(C(F)(F)F)c(OC)o2)cc(OC)c1OC | -1 | 6 | -2.5 | 64 | -1 | -2 | -1.3 | -1 | 99
Cn1c(C(=O)N2CCCc3ccccc32)cc2c(=O)n3ccccc3nc21 | / | -10 | -0.9 | 11 | / | -10 | -0.2 | 0 | /
CC1(C)CC(=O)C=C(C(=O)N2CCCC(C(=O)c3cccc(Cl)c3)C2)O1 (configuration not stated) | -10 | -6 | 0.9 | -4 | 3 | 0 | 0.2 | 2 | 94
CC(C)(C)NC(=O)C(c1ccc(F)cc1)N(Cc1ccco1)C(=O)CCC(=O)Nc1ccccn1 (configuration not stated) | -2 | -3 | -0.6 | 7 | -7 | -19 | 0.6 | 1 | 99
COC(=O)c1sc(NC(=S)NC(=O)c2cccc(Br)c2)nc1C | 2 | -6 | 0.3 | -4 | -4 | -10 | 0.0 | 2 | 106
[2H]c1c([2H])c([2H])c(C(=O)c2sc(N3CCCCCC3)nc2-c2ccccc2)c([2H])c1[2H] | / | -17 | -2.1 | 15 | -3 | -6 | 0.0 | 5 | /
Cc1cc2nc(C(C)(C)C)cc(N)n2n1 | 1 | -10 | -0.7 | 23 | -6 | -2 | 0.5 | 1 | 99
COc1ccc(OC)c(NC(=O)Cn2c(=O)n(CC(=O)NCc3ccco3)c(=O)c3ccccc32)c1 | -3 | -6 | 1.3 | 3 | -4 | -1 | -0.7 | 3 | 99
COc1ccccc1N1CCN(C(=O)CCC(=O)Nc2nnc(C(C)C)s2)CC1 | -3 | -5 | 0.6 | 15 | -8 | -4 | 0.2 | -1 | 98
CC(C)(C)C(=O)/C=c1\[nH]c(=O)/c(=C\c2ccc(F)cc2)s1 | 2 | -14 | -0.4 | 27 | -1 | -6 | -1.3 | 4 | 100
CCc1c(C)c2ccc(OCC(=O)OC(C)C)c(C)c2oc1=O | 0 | -7 | 9.7 | -3 | -7 | -13 | 5.0 | 0 | 93
Cc1cc(C)c(OCC(=O)Nc2ccccc2N2CCOCC2)c(C)c1 | 4 | -12 | 14 | -2 | -4 | 26* | 18 | -3 | 101
CC(=O)NS(=O)(=O)c1ccc(NC(=O)CC23CC4CC(CC(Br)(C4)C2)C3)cc1 | 3 | 0 | 0.7 | 0 | -7 | -12 | 0.2 | -1 | 103
NS(=O)(=O)c1ccc(NC(=O)CSc2nnc(COc3ccccc3Cl)n2C2CC2)cc1 | -8 | -5 | -0.9 | -2 | -1 | 12 | -0.8 | -2 | 96

In a second layout: 15 of the compounds above
SMILES	MEKK2 mut-MEK5	OXTR potentiate	OXTR agonist	NALP1 inh	GalR3 antagonist	GPR7 antag	V1aR counter	M18AAP inhibitor	MEKK2 WT-MEK5
CC1(C)CC(=O)C=C(c2cccc(O)c2)C1	/	-4	0.1	/	-6	/	1.2	/	/
COc1cc(-c2nc(C(F)(F)F)c(OC)o2)cc(OC)c1OC	-1	6	-2.5	64	-1	-2	-1.3	-1	99
Cn1c(C(=O)N2CCCc3ccccc32)cc2c(=O)n3ccccc3nc21	/	-10	-0.9	11	/	-10	-0.2	0	/
CC1(C)CC(=O)C=C(C(=O)N2CCCC(C(=O)c3cccc(Cl)c3)C2)O1 (configuration not stated)	-10	-6	0.9	-4	3	0	0.2	2	94
CC(C)(C)NC(=O)C(c1ccc(F)cc1)N(Cc1ccco1)C(=O)CCC(=O)Nc1ccccn1 (configuration not stated)	-2	-3	-0.6	7	-7	-19	0.6	1	99
COC(=O)c1sc(NC(=S)NC(=O)c2cccc(Br)c2)nc1C	2	-6	0.3	-4	-4	-10	0.0	2	106
[2H]c1c([2H])c([2H])c(C(=O)c2sc(N3CCCCCC3)nc2-c2ccccc2)c([2H])c1[2H]	/	-17	-2.1	15	-3	-6	0.0	5	/
Cc1cc2nc(C(C)(C)C)cc(N)n2n1	1	-10	-0.7	23	-6	-2	0.5	1	99
COc1ccc(OC)c(NC(=O)Cn2c(=O)n(CC(=O)NCc3ccco3)c(=O)c3ccccc32)c1	-3	-6	1.3	3	-4	-1	-0.7	3	99
COc1ccccc1N1CCN(C(=O)CCC(=O)Nc2nnc(C(C)C)s2)CC1	-3	-5	0.6	15	-8	-4	0.2	-1	98
CC(C)(C)C(=O)/C=c1\[nH]c(=O)/c(=C\c2ccc(F)cc2)s1	2	-14	-0.4	27	-1	-6	-1.3	4	100
CCc1c(C)c2ccc(OCC(=O)OC(C)C)c(C)c2oc1=O	0	-7	9.7	-3	-7	-13	5.0	0	93
Cc1cc(C)c(OCC(=O)Nc2ccccc2N2CCOCC2)c(C)c1	4	-12	14	-2	-4	26*	18	-3	101
CC(=O)NS(=O)(=O)c1ccc(NC(=O)CC23CC4CC(CC(Br)(C4)C2)C3)cc1	3	0	0.7	0	-7	-12	0.2	-1	103
NS(=O)(=O)c1ccc(NC(=O)CSc2nnc(COc3ccccc3Cl)n2C2CC2)cc1	-8	-5	-0.9	-2	-1	12	-0.8	-2	96

Continuation:
SMILES | MEKK2 mut-MEK5 | OXTR potentiate | OXTR agonist | NALP1 inh | GalR3 antagonist | GPR7 antag | V1aR counter | M18AAP inhibitor | MEKK2 WT-MEK5
CCn1c(C)cc(C(=O)CN2C(=O)c3ccccc3S2(=O)=O)c1C | / | -9 | 1.0 | / | -9 | / | 0.6 | / | /
NC(=O)CC(NC(=O)Cc1cccc2ccccc12)c1ccc(NCCc2cccc(F)c2)c([N+](=O)[O-])c1 (configuration not stated) | 2 | -2 | 0.1 | / | -2 | / | -0.7 | / | 100
Cn1c(CC(=O)Nc2ccccc2)n[nH]c1=S | -5 | 2 | 0.2 | 9 | -5 | -1 | 2.2 | 15 | 89
COC(=O)c1ccccc1NC(=O)CSc1nncn1C | -4 | -10 | -0.5 | -33 | -1 | -14 | -0.7 | -1 | 96
O=C(CSc1ncccn1)N1CCc2ccccc2C1 | -9 | -5 | 0.2 | 14 | -8 | -7 | 0.5 | 1 | 89
COc1ccc(CCN2CC(C(=O)NCCc3ccccn3)CCC2=O)cc1 (configuration not stated) | 4 | -2 | 0.0 | 4 | 2 | -23 | 0.0 | 4 | 105
C=CCOc1ccc(C=Nc2cccc(Cl)c2)c(O)c1 | -2 | -4 | -1.2 | 6 | -3 | -10 | 6.1 | 3 | 99
Cc1csc(NC(=O)c2ccc(S(=O)(=O)N3CCCC3)cc2)n1 | 6 | -4 | 1.8 | / | -3 | -7 | 0.6 | 2 | 101
COc1cc(CN2CCN(c3cccc(C)c3C)CC2)cc(Br)c1O | 8 | -5 | -0.8 | 22 | -6 | -8 | -0.6 | -2 | 103
CCOc1ccccc1OCCn1ncc2ccc(OC)c(OC)c2c1=O | 0 | 0 | -0.2 | -5 | 0 | 3 | 3.4 | 1 | 101
CC(NC(=O)CN1C(=O)NC(Cc2ccccc2)(Cc2ccccc2)C1=O)C12CC3CC(CC(C3)C1)C2 (configuration not stated) | -2 | -19 | 4.9 | 7 | -7 | 5 | 5.4 | -8 | 99
COc1ccccc1N1C(=O)CC(N2CCN(c3ccc(Cl)cc3)CC2)C1=O (configuration not stated) | 12 | -6 | 6.5 | 4 | -8 | -9 | 6.1 | -1 | 111
CC(C)OCCCNc1nc2c([nH]1)c(=O)n(C)c(=O)n2C | 4 | 0 | 0.0 | -26 | -5 | -2 | -0.6 | -1 | 100
CCCn1c(CNC(=O)Cc2ccccc2)nc2ccccc21 | -10 | -5 | 1.2 | 3 | -2 | 1 | -1.2 | -7 | 38*[inhibitor]
Cc1ccc(C(=O)C2=C(O)C(=O)N(Cc3cccnc3)C2c2ccc(N(C)C)cc2)o1 (configuration not stated) | 6 | -2 | 0.2 | 9 | -5 | -23 | 0.2 | 10 | 104
COc1ccc(OC)c(NC(=S)NCc2ccc(S(N)(=O)=O)cc2)c1 | -2 | -4 | 0.5 | -19 | -3 | -15 | 0.9 | -5 | 98
CCC(C)(C)n1nnnc1C(c1ccc(C)cc1)N1CCN(Cc2cccnc2)CC1 (configuration not stated) | 19 | -13 | -1.7 | 7 | 2 | -14 | 1.1 | -2 | 111
Cc1cccc(NC(=O)c2ccc(NCC3CCCO3)c([N+](=O)[O-])c2)n1 (configuration not stated) | 1 | -3 | 0.9 | 10 | -7 | -3 | 2.4 | 2 | 105
O=C(CSc1nccn(-c2ccc(Br)cc2)c1=O)NCc1ccccc1 | / | -2 | 1.6 | / | 0 | / | -0.1 | / | /

Limited to NALP1 inh, V1aR counter and M18AAP inhibitor, for 2 of the compounds above:
compound | NALP1 inh | V1aR counter | M18AAP inhibitor
CCc1c(C)c2ccc(OCC(=O)OC(C)C)c(C)c2oc1=O | -3 | 5.0 | 0
Cc1cc(C)c(OCC(=O)Nc2ccccc2N2CCOCC2)c(C)c1 | -2 | 18 | -3
